Assay outcomes (PubChem)
TbPYK inhibitor: inhibitors of Trypanosoma brucei pyruvate kinase | TbPYK enzyme, Kinase-Glo Plus ATP luminescence, 45 min | Potency, µM (top dose mostly 76.8 µM), without a hit: top-dose activity, negative = inhibition, most hits filed as inhibitors | actives 0.12% (n = 410,000); further: nearly all actives have a fitted effect of over 50% in size
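Luminescent Kinase-Glo Plus end-point after 45 min room-temperature reaction of T. brucei pyruvate kinase started with 130 uM ADP (final). Buffer TEA 50 mM pH 7.2 with KCl, MgCl2, BSA, Tween-20; titration-based qHTS with fitted concentration-effect curves.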
AMA1-RON2 inh: AMA1-RON2 (P. falciparum) interaction inhibition; actives 0.2% (n = 360,000); AlphaScreen AMA1-biotinylated RON2 peptide binding; Potency, µM (series often up to 58.2 µM), for the others: at the highest dose activity change, negative = inhibition, most hits filed as inhibitors;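 further: 0% = vehicle wells and -100% = peptide control; nearly all actives have a fitted effect of over 45% in size; some results filed as inactive show a strong effect at the top dose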
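AMA1 (3D7) with his tag at 25 nM final met compounds first, then biotinylated RON2 peptide at 25 nM; detection used donor plus acceptor beads, 10 µg/mL apiece, read by AlphaScreen after 30 min at room temperature.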
The depositor's hits bear a star; ? = inconclusive; [ ] = another dose, or the depositor's remark. The call rests on the fitted dose curve; in most records, active means well fitted curve in the direction sought with a large enough effect; inconclusive means small, poorly fitted or top-dose-only effect, or another doubt; inactive means no such curve, though single readings can be large; an effect the other way counts as inactive or inconclusive. Unless noted, on the % scale 0 is the no-effect control and ±100 the full control effect; potency means the concentration at half of the fitted maximal effect. Not all compounds are listed; rates above refer to the full screens.

SMILES	TbPYK inhibitor	AMA1-RON2 inh
CC1(C(=O)Nc2ccccc2)CCN1C(=O)CCc1ccc(Cl)cc1Cl (stereo not given)	-15%	7%
CN1CCN(C(=O)c2cccc(-c3ccc4nccn4c3)c2)CC1	0%	0%
CC1(C(=O)NS(=O)(=O)c2ccc3c(c2)CCO3)CCN1C(=O)C1(c2ccc(Cl)cc2)CC1 (stereo not given)	0%	10%
CCOC(=O)C1=C(C)NC(C)=C(C(=O)OCC)C1C(=O)OCC(=O)N(C)Cc1ccccc1	2%	-1%
Cn1c(=O)c2cc(NC(=O)CCc3cccc(Cl)c3)ccc2n1Cc1cccc(C(F)(F)F)c1	-6%	-11%
CC(C)C[C@H]1COCCS(=O)(=O)N1Cc1ccc(Cl)c(Cl)c1	-4%	-5%
CCNC(=S)NNC(=O)c1ccc(S(=O)(=O)NCc2ccco2)cc1	-5%	68%[activator]
O=c1cc(CCc2ccccc2)oc2cccc(O)c12	-20%	7%
COc1ccccc1C=C1C(=O)NC(=S)NC1=O	-35%	-7%
CC1(C2CC2)NC(=O)N(CC(=O)NCC(=O)Nc2ccc(F)c(F)c2F)C1=O (stereo not given)	-12%	10%
CN1C[C@H]2CON(C)[C@H]2C[C@H]1c1cccc(-c2ccc(C#N)cc2)c1	2%	11%
COc1cc(CNC(=O)c2cc3ccccc3oc2=O)cc(OC)c1OC	2%	1%
CC1=C(C(=O)N2CCCCCC2)CC(CC(=O)NCC2CCCCC2)C(=O)N1CCCN1CCCC1=O (stereo not given)	1%	3%
c1ccc(NN=C2c3ccccc3-c3ccccc32)cc1	0%	-14%
CC(Oc1ccc(C#N)cc1)C(=O)N1CC=C(c2ccccc2)CC1 (stereo not given)	-6%	9%
CCN(CC)S(=O)(=O)c1cccc(C(=O)NCCc2ccccc2)c1	2%	1%
C[C@@H]1CN([C@H](C)CO)C(=O)CCCn2cc(nn2)CO[C@H]1CN(C)C(=O)Nc1ccc2c(c1)OCCO2	-14%	17%
C[C@@H]1CN([C@H](C)CO)C(=O)CCCn2nncc2CO[C@H]1CN(C)S(=O)(=O)c1ccc(Oc2ccccc2)cc1	-5%	-1%
CC(C)N1C(=O)C(=O)N(CC(=O)N2c3ccccc3CC2C)C1=O (stereo not given)	-10%	-5%
Cc1ccc(NC(=O)Nc2ccccc2)nc1	1%	2%
O=C(Nc1nnc([C@@H]2C[C@H](O)[C@@H](CO)O2)s1)c1ccc(Oc2ccccc2)cc1	-1%	7%
CC(C)(C)Cc1c(C2CCCCC2)nc2ccc(Cl)cn12	2%	8%
O=C1C=CC(=O)C(CNc2ccc(C(=O)OCc3ccccc3)cc2)=C1	?	-8%
CCc1nnc(NC(=O)CCC2CCCCC2)s1	3%	21%
CCCCOCCOC(=O)C1OC1(C)c1ccccc1 (stereo not given)	4%	8%
O=C(/C=C/[C@H]1O[C@@H](n2cnc3c(NC(=O)c4ccccc4)ncnc32)[C@H](O)[C@@H]1O)NC1CCCCC1	1%	1%
CCN1CCN(c2ccc(S(=O)(=O)N3CCOCC3)cc2NC(=O)C2CCC(C(C)(C)C)CC2)CC1 (stereo not given)	1%	-3%
CN(C)C(=O)CCc1ccc2c3c([nH]c2c1)[C@]1(CCC2CCCC2)[C@@H](C(=O)N2CCOCC2)C[C@H](CC(=O)NCc2cccc(C(F)(F)F)c2)C(=O)N1CC3	-2%	-8%
COc1ccc(-c2c(-c3cccc(C)c3)oc3ccc(-c4ccc5c(c4)OCO5)cc23)cn1	5%	-3%
CN(C(=O)c1cccc(NC(=O)Cc2cccc(NC(=O)C3CCCN(C(=O)C4CCCC4)C3)c2)c1)C1CCC1 (stereo not given)	-3%	0%
C[C@]12c3[nH]c4ccc(Cl)cc4c3CCN1C(=O)[C@@H](CC(=O)NCCC1=CCCCC1)C[C@@H]2C(=O)N1CCCCC1	5%	-5%
COc1ccc2oc(N)nc2c1	5%	-12%
O=C(c1[nH]c(C(F)(F)F)nc1-c1ccccc1)N1CCN(Cc2c(F)cccc2Cl)CC1	4%	-7%
O=C(NCC(=O)N1CC=C(c2ccccc2)CC1)c1ccc(F)cc1	0%	8%
CCC[C@@H](CN1CCC[C@H]1CN1C(N)=NC[C@H]1C(C)C)N1C[C@@H](Cc2ccccc2)N(CCCC2CCCC2)C1=N	-4%	-7%
O=C(CNC(=O)c1ccc(Cl)cc1)OCN1C(=O)c2ccccc2C1=O	-2%	-8%

Whole records as entered above. Order of values: TbPYK inhibitor, AMA1-RON2 inh
CCNC(=S)NNC(=O)c1ccc(S(=O)(=O)NCc2ccco2)cc1 as listed: -5%, 68%[activator]
CC(C)N1C(=O)C(=O)N(CC(=O)N2c3ccccc3CC2C)C1=O (stereo not given) as listed: -10%, -5%
CN(C)C(=O)CCc1ccc2c3c([nH]c2c1)[C@]1(CCC2CCCC2)[C@@H](C(=O)N2CCOCC2)C[C@H](CC(=O)NCc2cccc(C(F)(F)F)c2)C(=O)N1CC3 as listed: -2%, -8%
Cc1ccc(NC(=O)Nc2ccccc2)nc1 as listed: 1%, 2%
COc1ccccc1C=C1C(=O)NC(=S)NC1=O as listed: -35%, -7%

Returning to the listing with the 3 entries that preceded the break.
SMILES	TbPYK inhibitor	AMA1-RON2 inh
O=C(NCC(=O)N1CC=C(c2ccccc2)CC1)c1ccc(F)cc1	0%	8%
CCC[C@@H](CN1CCC[C@H]1CN1C(N)=NC[C@H]1C(C)C)N1C[C@@H](Cc2ccccc2)N(CCCC2CCCC2)C1=N	-4%	-7%
O=C(CNC(=O)c1ccc(Cl)cc1)OCN1C(=O)c2ccccc2C1=O	-2%	-8%
Cc1cc2oc(=O)cc(CN3CCCCCCC3)c2cc1Cl	2%	-5%
COCCN(CC(=O)Nc1cccc(C)c1C)C(=O)c1oc2ccccc2c1C	0%	4%
CON(C)C(=O)c1ccccc1N(C)C(=O)OC(C)(C)C	0%	8%
COc1ccc(C)cc1NC(=O)Cc1csc(NC(=O)Nc2ccccc2OC)n1	-3%	-9%
CC(=O)Nc1ccc(C(=O)N2CCCCC2c2cc(C(=O)N3CCOCC3)no2)cc1 (stereo not given)	3%	0%
CCN(CC)c1ccc(C(NC(=O)C(C)C)c2ccc3cccnc3c2O)cc1 (stereo not given)	-5%	-15%
COc1cc(/C=C2\SC(=O)NC2=O)ccc1OCC(=O)N1CCOCC1	-21%	18%
COC(=O)C1CCN(C(=O)COC(=O)/C=C/c2ccc(O)c(OC)c2)CC1	0%	2%
Cc1cc(Cl)c2oc(C(=O)N3CCN(c4cnccn4)CC3)c(C)c2c1	-1%	-7%
C[C@@H]1CN([C@H](C)CO)C(=O)c2cc(C#Cc3ccccc3F)cnc2O[C@@H]1CN(C)S(=O)(=O)c1ccccc1F	-10%	18%
CCCC(=O)NC1CCc2cc(OC)c(OC)c(OC)c2-c2ccc(OC)c(=O)cc21 (stereo not given)	-2%	-11%
CC(C)(COC(=O)C(c1ccccc1)c1ccccc1)CN1CCOCC1	-2%	16%
O=C(COc1ccc(S(=O)(=O)N2CCOCC2)cc1)NCCc1ccc(Cl)cc1	0%	6%
C=CCC[C@@H](Cc1ccc(F)cc1)C(=O)OC[C@@H](Cc1c[nH]c2ccccc12)NC(=O)[C@@H](CC=C)CC(=O)N[C@H](CO)Cc1ccccc1	-1%	-3%
CN(C)CCN(C(=O)c1ccc2ccccc2c1)c1nc2cc3c(cc2s1)OCO3	-1%	-3%
CCCCOC(=O)c1ccc(NC(=O)COC(=O)C2CC2C)cc1 (stereo not given)	-7%	6%
COc1ccc2c(c1)c([C@@H]1[C@H](C)[C@H]3CCCC[C@H]3CN1S(=O)(=O)c1ccc(C)cc1)cn2C	-2%	-15%
O=C1C(=O)c2cccnc2-c2ncccc21	-10%	135%[activator]
OCC[C@@H]1C[C@H](O)[C@@H](O)[C@]2(OCc3ccc(CO)cc32)O1	1%	22%
CN1CCC(N2CCN(C3CN(Cc4cn(Cc5ccc(C(F)(F)F)cc5)nn4)S(=O)(=O)C3)CC2)CC1 (stereo not given)	3%	-7%
COC(=O)[C@H]1C[C@H](OC(=O)NC2CCCC2)[C@@]2(O)CN(S(=O)(=O)c3ccc(C)cc3)CC2[C@H]1C(=O)OC (stereo not given in full)	-5%	17%
C[C@]12CCC(=O)C=C1CCC1C2CC[C@@]2(C)C1CC[C@]2(C)O (stereo not given in full)	2%	-3%
CNC[C@H]1Oc2c(NC(=O)c3ccc(-c4nccs4)cc3)cccc2C(=O)N([C@@H](C)CO)C[C@@H]1C	3%	2%
CS(=O)(=O)Nc1cccc(-c2cc(NC=O)c3ncc(-c4ccc(F)c(Cl)c4)n3c2)c1	5%	49%[activator]

A run of entries from further up, for reference:
SMILES	TbPYK inhibitor	AMA1-RON2 inh
CNC[C@H]1Oc2c(NC(=O)c3ccc(-c4nccs4)cc3)cccc2C(=O)N([C@@H](C)CO)C[C@@H]1C	3%	2%
CS(=O)(=O)Nc1cccc(-c2cc(NC=O)c3ncc(-c4ccc(F)c(Cl)c4)n3c2)c1	5%	49%[activator]

Taken from above:
TbPYK inhibitor with `CCCC(=O)NC1CCc2cc(OC)c(OC)c(OC)c2-c2ccc(OC)c(=O)cc21` (stereo not given) : -2%
AMA1-RON2 inh with `CCN(CC)S(=O)(=O)c1cccc(C(=O)NCCc2ccccc2)c1` : 1%
TbPYK inhibitor with `CS(=O)(=O)Nc1cccc(-c2cc(NC=O)c3ncc(-c4ccc(F)c(Cl)c4)n3c2)c1` : 5%

Going on with the list.
SMILES	TbPYK inhibitor	AMA1-RON2 inh
O=C(COC(=O)Cc1c[nH]c2ccccc12)Nc1cc(S(=O)(=O)N2CCOCC2)ccc1Cl	-10%	-10%
Nc1nc2ccc(Cl)cc2o1	2%	20%
COC(C[C@H]1O[C@H]1C(=O)[C@@H](C)OCc1ccccc1)OC	-3%	6%
COc1ccc(C#Cc2c(-c3ccccc3)n(-c3ccccc3)c3ccc(CO)cc23)cc1	1%	3%
O=C(Nc1ccc(F)c(Cl)c1)Nc1nnc([C@H]2C[C@H](O)[C@@H](CO)O2)s1	-16%	9%
Cc1cccc(C)c1-n1nnnc1C(c1ccccc1)N1CCC2(CC1)C(=O)NCN2c1ccccc1 (stereo not given)	3%	-10%
Cn1c(=O)c2c(nc(-c3ccc(N(CCCl)CCCl)cc3)n2C)n(C)c1=O	-3%	-1%
Cc1onc(-c2ccccc2)c1C(=O)OCC(=O)N1CCCCC1	-6%	6%
CCc1nc2ccc(C(=O)NCCCn3ccnc3)cn2c1N(C)Cc1ccc(OC)cc1	2%	-9%
CN(Cc1ccccc1)C(=O)COC(=O)c1ccc[nH]c1=O	2%	-14%
CN(C)CCNC(=O)C1Cc2c(-c3ccccc3Oc3ccccc3)ccnc2O1 (stereo not given)	1%	2%
C=CCC[C@@H](Cc1ccc(F)cc1)C(=O)OC[C@@H](Cc1c[nH]c2ccccc12)NC(=O)[C@H](CC=C)CC(=O)NCCO	-1%	-10%
CCOC(=O)c1[nH]c(=S)n(Cc2ccccc2)c1C(=O)OCC	?	79%[activator]
C=CC[C@@H](CC(=O)NCCO)C(=O)N[C@@H](COC(=O)[C@@H](CC=C)Cc1ccc(F)cc1)Cc1c[nH]c2ccccc12	6%	0%
CC(=O)Nc1ccc(NC(=O)C2Cc3c(-c4ccc5c(c4)OCO5)ccnc3O2)cc1 (stereo not given)	-5%	-1%
CCN1C[C@@H]2[C@@H]3C(=O)N(C)C(=O)[C@@H]3[C@](CC)(C1=O)N2C(=O)c1ccc(C(C)(C)C)cc1	0%	0%
CCc1nc2c(OCc3ccc(F)cc3)cccn2c1N(C)C(=O)COc1ccccc1	6%	-4%
O=C(CCCOc1ccccc1)Nc1ccc(Cl)c(S(=O)(=O)N2CCOCC2)c1	-3%	2%
COc1ccc(CCNC(=O)COc2cc(C)cc3oc(=O)c(C)c(C)c23)cc1OC	-3%	-1%
Nc1ccc2c(Cl)cc(Cl)cc2c1	2%	4%
Cc1cc(F)ccc1C(O)c1ncc(-c2ccc3ccccc3c2)[nH]1 (stereo not given)	4%	-1%
